SENP1 inh = human SENP1 catalytic domain inhibitors, primary screen, biochemical, FRET, uHTS; Sentrin-specific protease 1 (Homo sapiens), Q9P0U3; inhibition, % at 10 µM; recombinant SENP1 catalytic domain, CyPet-SUMO1-YPet FRET cleavage; AID 624204, 2012; hit rate 0.21% among 360,000;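 active = inhibition at least 30% at 10 µM, raw YFP signal under a set limit, fluorescence ratio 0.5 to 1.5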;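 note: 0% = enzyme with DMSO and 100% = no enzyme wells; some results filed as inactive read as strong as hits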
Target sequence (Q9P0U3 419-644 limits assumed): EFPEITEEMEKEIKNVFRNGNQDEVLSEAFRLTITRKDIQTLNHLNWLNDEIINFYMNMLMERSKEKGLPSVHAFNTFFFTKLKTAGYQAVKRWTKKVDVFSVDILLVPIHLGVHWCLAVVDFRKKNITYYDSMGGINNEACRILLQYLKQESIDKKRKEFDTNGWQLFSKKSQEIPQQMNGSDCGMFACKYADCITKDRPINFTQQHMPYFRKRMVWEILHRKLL
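Material: hSENP1 catalytic domain, recombinant; medium: Tris pH 8 with BME, BSA, NP40 and catalase; compound: single concentration of 10 µM compound, 0.5% DMSO final; technique: FRET read of cyan and yellow fluorescence; timing: 50 min enzyme reaction, room temperature, light-protected; reagent: SFCypet-SUMO1-SFYpet substrate at 25 nM; control set: no-enzyme low, enzyme-DMSO high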
SENP8 inh = human SENP8 protease inhibitors, primary screen, biochemical, fluorescence, Nedd8 protein substrate, uHTS | recombinant SENP8 | inhibition, % at 20 µM | hit rate 0.64% among 360,000 | AID 602440, 2012; in the data active = inhibition mostly above about 40%, no sharp cut-off; inactive = mostly below about 27%
Target sequence (Q96LD8 whole entry, looked up): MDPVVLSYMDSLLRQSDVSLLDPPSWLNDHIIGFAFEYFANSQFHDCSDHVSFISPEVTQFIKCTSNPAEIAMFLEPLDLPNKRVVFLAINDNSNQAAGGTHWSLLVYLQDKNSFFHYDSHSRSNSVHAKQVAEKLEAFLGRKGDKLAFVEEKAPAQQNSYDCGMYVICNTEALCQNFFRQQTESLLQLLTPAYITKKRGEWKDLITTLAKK
PfG6PD inh = PfG6PD enzyme inhibitors, primary screen, biochemical, fluorescence intensity, uHTS. AID 504690, 2011. inhibition, % at 20 µM. PfGluPho enzyme, NADPH resazurin-diaphorase fluorescence. hit rate 0.78% among 350,000;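 active = inhibition reaching at least a set limit at 20 µM in the primary screen, cut at about 59% in these data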;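 note: 0% = DMSO wells with substrate and 100% = DMSO wells lacking glucose-6-phosphate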
An asterisk follows results filed as active.

Values in the order – SENP1 inh, SENP8 inh, PfG6PD inh
Cn1c(=O)c2c(-c3ccccc3)n(-c3ccccc3N)cc2n(C)c1=O
→ -16.8, -340.3, -1.5
Cc1ccc([C@H]2N[C@]3(CCCN(Cc4ccc(F)cc4)C3=O)[C@H]3C(=O)N(C)C(=O)[C@@H]23)cc1
→ -0.8, 9.1, -0.5
O=C(NCc1nnnn1-c1ccc(Cl)cc1)C1CC(=O)N(c2ccc(F)cc2)C1 (stereo not drawn)
→ 1.7, 4.4, -6.6
C[C@@H]1CN([C@@H](C)CO)C(=O)CCCn2nncc2CO[C@H]1CN(C)S(=O)(=O)c1ccccc1C#N
→ 1.0, 15.5, 6.3
COc1ccc(S(=O)(=O)N2CCOC2CNC(=O)C(=O)NCc2ccccn2)cc1OC (stereo not drawn)
→ -0.5, 4.5, -4.2
CCCCN1C(=O)C(CC(=O)NC2CCCC2)CC(C(=O)N(C(C)C)C(C)C)=C1C (stereo not drawn)
→ 1.2, 3.4, 0.0
C[C@H](CO)N1C[C@H](C)[C@@H](CN(C)Cc2ccc(Oc3ccccc3)cc2)OCc2cnnn2CCCC1=O
→ -0.6, 11.1, 8.2
C[C@@H]1CN([C@@H](C)CO)S(=O)(=O)c2ccc(C#CC(C)(C)O)cc2O[C@H]1CN(C)C(=O)C1CCCCC1
→ 2.6, -2.2, -1.6
O=C(Cn1cc(F)c(=O)[nH]c1=O)c1ccco1
→ 3.2, 7.0, 13.5
CCCCN(C(C)=O)c1ccc2c(c1)C1CC2CCN1Cc1ccccc1 (stereo not drawn)
→ 1.0, 10.4, 5.1
Cc1cccc(NC(=O)CN(C)S(=O)(=O)c2cnc[nH]2)c1C
→ -0.2, 17.2, 7.8
O=C(COC(=O)/C=C/c1cccc(F)c1)NCc1ccc2c(c1)OCO2
→ 0.2, -0.5, 4.7
c1ccc2c(c1)-c1nc3ccccc3cc1C2N1CCCCC1 (stereo not drawn)
→ 1.3, -4.6, 11.9
Cc1cc(C)c(NC(=O)CNC(=O)c2cc(C3CC3)nc3c2cnn3C(C)C)c(C)c1
→ -0.4, -408.4, -4.5
COc1ccc(CN(C)C[C@H]2OCc3cnnn3CCCC(=O)N([C@H](C)CO)C[C@@H]2C)cc1
→ 3.3, 11.2, -16.8
O=[N+]([O-])c1ccc2cn(C3OC(CO)C(O)C3O)nc2c1 (stereo not drawn)
→ 1.1, 5.4, 11.5
CCN(CC(=O)Nc1ccc(OC)cc1)C(=O)c1cccc(S(=O)(=O)N2CCN(c3ccccc3)CC2)c1
→ 0.4, 21.8, -8.5
Nc1cc(S(=O)(=O)c2ccc(N3CCCCC3)c(N)c2)ccc1N1CCCCC1
→ 1.8, -343.0, -24.4
COc1ccc(NC(=S)N2CCC3CC2c2c(Cl)cccc23)c(OC)c1 (stereo not drawn)
→ -0.4, 6.2, -12.1
O=S(=O)(c1cccnc1)N1CCCC(Nc2ccc(F)c(F)c2)C1 (stereo not drawn)
→ -0.5, 15.5, 3.7
CN1OC[C@@H]2CN(C(=O)C(C)(C)C)[C@H](c3ccc(-c4cc5ccccc5o4)cc3)C[C@@H]21
→ 0.3, -39.4, -0.5
COc1ccc(CN(C)C(=O)CCNS(=O)(=O)c2ccccc2)c(OC)c1
→ 3.3, 12.5, 7.2
O=C(c1cc(COc2cccc3cccnc23)on1)N1CCC[C@H]1CO
→ 3.7, -35.2, -11.8
O=C(c1cccs1)N1CCN(Cc2nc(-c3ccccc3)no2)CC1
→ 0.1, 17.4, -8.2
COc1ccc(N)cc1NC(=O)CN1CCOCC1
→ 0.5, 14.5, 26.4
CCc1nc2c(=O)[nH]cnc2o1
→ 0.3, 18.4, -4.4
O=C1NCCCC1(c1ccccc1)c1ccccc1
→ -0.3, 15.1, -3.6
O=c1[nH]nc(-c2cc(-c3ccccc3)nc3ccccc23)o1
→ -34.7, -480.2, -15.6
CN(Cc1c(C(=O)N/N=C/c2ccccc2O)nnn1-c1nonc1N)C1CCCCC1
→ -29.3, 6.3, -9.5
COc1ccc(C(=O)N2CCN(c3nc4cc(C)cc(C)c4cc3C#N)CC2)cc1
→ -91.1, -346.4, 1.0

Molecules above with an NH in an aromatic ring (four):
Values in the order – SENP1 inh, SENP8 inh, PfG6PD inh
O=C(Cn1cc(F)c(=O)[nH]c1=O)c1ccco1
→ 3.2, 7.0, 13.5
Cc1cccc(NC(=O)CN(C)S(=O)(=O)c2cnc[nH]2)c1C
→ -0.2, 17.2, 7.8
CCc1nc2c(=O)[nH]cnc2o1
→ 0.3, 18.4, -4.4
O=c1[nH]nc(-c2cc(-c3ccccc3)nc3ccccc23)o1
→ -34.7, -480.2, -15.6

The results go on:
Values in the order – SENP1 inh, SENP8 inh, PfG6PD inh
C[C@H](CO)N1C[C@H](C)[C@@H](CN(C)C(=O)c2cccc(F)c2)Oc2cc(-c3cncnc3)ccc2S1(=O)=O
→ -0.8, 1.4, 20.5
COc1ccc(C(C)=O)cc1CON=C1CSCc2ccccc21
→ -2.3, 28.4, 15.9
COCC(=O)Nc1ccc2c(c1)[C@@H]1C[C@H](CC(=O)NCc3cccc(F)c3)O[C@@H](CO)[C@@H]1O2
→ -0.4, -7.4, 7.6
C/C=C/c1cnc2c(c1)C(=O)N([C@H](C)CO)C[C@@H](C)[C@@H](CN(C)C(=O)NC1CCCC1)O2
→ -0.9, -35.6, -7.7
COCOCCn1cc(CN2CCS(=O)(=O)N(Cc3ccc(-c4ccccc4)cc3)C(C(C)C)C2=O)nn1 (stereo not drawn)
→ 2.9, 11.9, 7.0
COCCN(C(=O)c1ccco1)c1nc(-c2ccc(OC)cc2)cs1
→ 0.0, 15.2, 22.1
O=C(c1ccoc1)N1CCN(c2cc(-c3cccnc3)nc3cc(-c4cccc(Cl)c4)nn23)CC1
→ -28.4, -373.7, 9.9
O=S(=O)(c1ccc(NC(=S)N2CCCCC2)cc1)N1CCCCC1
→ 4.8, 21.8, 11.3
COc1ccc(OC)c(NS(=O)(=O)c2ccc3[nH]c(=O)[nH]c3c2)c1
→ 0.4, 18.1, -2.9
C[C@@H]1CN([C@@H](C)CO)C(=O)CCCn2nncc2CO[C@@H]1CN(C)C(=O)c1ccncc1
→ -1.7, 8.5, -4.2
COc1cc(C(=O)NCCC(=O)NCc2cccs2)cc(OC)c1OC
→ 1.8, 6.5, 6.1
CC1(C)CC(=O)C=C(C#CC2(O)CCCCC2)C1
→ -0.1, 20.7, 8.1
Fc1ccc(-c2nc3ccc(Br)cn3c2Cc2ccccc2)cc1
→ 1.6, -46.0, 66.9*
O=C(O)C(=O)Nc1ncn[nH]1
→ 1.9, 9.1, 12.4
Cc1cc(C)c2cc(C#N)c(NCCCNC(=O)c3cccnc3)nc2c1
→ -158.2, -395.6, -2.1
CN(C)CC(=O)Nc1ccc2c(c1)[C@H]1C[C@H](CC(=O)NCc3ccc4c(c3)OCO4)O[C@H](CO)[C@H]1O2
→ 1.2, 17.2, 2.5
CCc1ccc(CN2CCC(n3nccc3NC(=O)c3ccccc3OC)CC2)o1
→ -1.4, 27.5, 15.9
CN(CC1COc2ccccc2O1)C(=O)CCNS(=O)(=O)c1ccc(F)c(Cl)c1 (stereo not drawn)
→ 1.4, 15.6, -3.6
O=S(=O)(NC1CCc2ccccc21)c1ccccc1 (stereo not drawn)
→ 1.7, 3.8, -5.3
COc1cccc(CN2CC(C(=O)N3CCSCC3)CCC2=O)c1 (stereo not drawn)
→ 2.1, 15.2, -4.1
C[C@@H]1CN([C@@H](C)CO)C(=O)CCCn2nncc2CO[C@H]1CN(C)S(=O)(=O)c1ccc(-c2ccccc2)cc1
→ 0.2, 12.0, -6.3
CCCCN1C(=O)C(CC(=O)NC2CCCCC2)CC(C(=O)N(C)C)=C1C (stereo not drawn)
→ 0.1, 1.1, 6.4
CC(C)=CCCC(C)=CCN1C(=O)CN(C)C1=O
→ 0.0, 15.8, -14.1
C[C@@H]1CN([C@H](C)CO)S(=O)(=O)c2ccc(C#Cc3cccc(F)c3)cc2O[C@@H]1CN(C)C(=O)CN1CCOCC1
→ -12.9, -53.4, -3.5
Cc1ccc(NCN2C(=O)c3ccccc3C2=O)cc1Cl
→ -0.6, 20.7, 2.1
O=C(C[C@H]1C[C@H]2c3cc(NC(=O)CC4CC4)ccc3O[C@H]2[C@H](CO)O1)NCc1ccccc1F
→ -1.2, -1.5, -20.3
CCOC(=O)CN1CCC(C2(c3cc4ccccc4[nH]3)OCCO2)CC1
→ -0.7, 17.2, 1.2
O=C(NC(CC(=O)N1CCN(c2ccccc2)CC1)c1ccccc1)c1ccccc1 (stereo not drawn)
→ -0.1, 8.6, 14.7
COc1ccc(OC)c(NC(=O)c2cccc(NC(=O)c3ccco3)c2)c1
→ -0.1, 5.8, 3.6
NS(=O)(=O)c1ccc(CCNC(=O)COC(=O)Cc2ccc(Cl)cc2)cc1
→ 0.9, 12.2, -8.4

Values in the order – SENP1 inh, SENP8 inh, PfG6PD inh
Cc1cc(C(=O)COC(=O)Cc2c(F)cccc2Cl)c(C)n1C
→ 0.2, -1.4, -11.9
Cn1c(=O)c2c(ncn2CCOC(=O)C(C)(C)Oc2ccc(Cl)cc2)n(C)c1=O
→ -0.1, 1.2, -0.9
CCOC(=O)c1[nH]c(=S)n(-c2ccccc2)c1C(=O)OCC
→ 1.3, -1.3, 44.4
CCOc1ccc(Cc2c(O)nc(SC)[nH]c2=O)cc1
→ 1.2, 17.6, -2.1
Cc1ccc(S(=O)(=O)NCc2ccccc2)cc1C(=O)NCc1ccncc1
→ 1.4, 3.6, 10.1
CSc1nc(=O)[nH]nc1Sc1ccccc1
→ 3.7, 7.5, 2.0
COc1ccc(C(C)(C)C)cc1NC(=O)CN(C)C1=NS(=O)(=O)c2ccccc21
→ -1.0, 5.1, 0.9
O=C(NCc1ccncc1)Nc1ccc(Cc2ccc(NC(=O)NCc3ccncc3)cc2)cc1
→ 0.9, 6.1, 14.5
Cn1c(=O)c2c(ncn2CC(=O)OCC(=O)c2ccc(Br)cc2)n(C)c1=O
→ -8.5, -6.7, 5.9
Cc1ccccc1CN1C[C@H]2CON(C)[C@H]2C[C@H]1c1cccc(Br)c1
→ 1.8, 4.2, -5.8
Cc1c(NC(=O)CSc2nnc(-c3ccncc3)n2C)c(=O)n(-c2ccccc2)n1C
→ 2.8, 1.1, 17.5
C[C@@H]1CCCCO[C@H](CN(C)Cc2ccc(C(=O)O)cc2)[C@@H](C)CN([C@H](C)CO)C(=O)c2cc(NC(=O)CCC(F)(F)F)ccc2O1
→ -1.1, 6.8, 0.3
CC(=O)N(CC#CCN(C(C)=O)c1ccccc1)c1ccccc1
→ -6.9, -29.4, -5.0
Cc1cccc(C)c1NC(=O)CN(c1c(C)cccc1C)S(C)(=O)=O
→ 1.6, 26.6, 0.2
C[C@H]1CN([C@@H](C)CO)S(=O)(=O)c2ccc(Br)cc2O[C@@H]1CN(C)Cc1cccc(F)c1
→ -1.1, 13.8, 54.4
COc1ccc(/C=C/C(=O)OCC(=O)N2c3ccccc3CC2C)cc1OC (stereo not drawn)
→ -1.2, 10.0, -5.3
CCC/C=C/c1ccc(CN2C(C)C(=O)N(Cc3cn(Cc4ccco4)nn3)CCS2(=O)=O)cc1 (stereo not drawn)
→ -0.6, 10.4, 27.0
CC(C)[C@H](NC(=O)c1c(F)cccc1F)C(=O)OCC(=O)NNC(=O)c1ccccc1
→ 1.2, 2.6, 8.2
CCC(C)C(=O)C(=O)N1CCC(n2nccc2NC(=O)CCOc2ccccc2)CC1 (stereo not drawn)
→ 0.1, 16.0, 17.6
S=C(NCCc1ccccc1)N1CCC2CC1c1c(Cl)cccc12 (stereo not drawn)
→ 1.1, 5.0, 0.4
CNC(=O)C[C@H]1C(=O)N(c2ccccc2)C[C@@H]1Cc1ccccc1
→ 1.2, -10.4, 5.7
O=C(NC1CCCc2c1cnn2-c1ccccc1F)c1ccncc1 (stereo not drawn)
→ 1.5, 8.4, 1.2
COc1ccc(CNC(=O)O[C@H]2C[C@@H]3C(=O)N(c4ccccc4)C(=O)[C@@H]3[C@@H]3CN(S(=O)(=O)c4ccc(C)cc4)C[C@]23O)cc1OC
→ 0.3, -0.4, -0.1
CC(=O)c1ccc(OCc2cn(CC(=O)c3ccc(O)cc3)nn2)c(C)c1
→ -0.3, 16.4, 21.2
C[C@@H]1CCCCO[C@H](CN(C)C(=O)c2ccccc2)[C@@H](C)CN([C@H](C)CO)C(=O)c2cc(NC(=O)NC3CCCCC3)ccc2O1
→ 1.3, 3.6, 4.8
COc1ccccc1CN(C)C(=O)c1cc(S(=O)(=O)N2CCCCCC2)ccc1OC
→ 0.6, 24.3, 28.6

An excerpt; rates above refer to the full screens.
